From PubChem BioAssay
CHRM4 antagonist – blocks acetylcholine activation of human M4 receptor. CHO-hM4 cells, ACh EC80, Fluo-8 calcium fluorescence. P08173. inhibition, % at 3 µM. 360,000 tested, 0.73% active. AID 624125;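 active = inhibition above its plate's cutoff, the mean inhibition of sample wells plus 3 SD, cut at about 27% in these data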;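 also: 0% = acetylcholine EC80 with DMSO and 100% = DMSO without agonist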
Target sequence (P08173 whole entry, looked up): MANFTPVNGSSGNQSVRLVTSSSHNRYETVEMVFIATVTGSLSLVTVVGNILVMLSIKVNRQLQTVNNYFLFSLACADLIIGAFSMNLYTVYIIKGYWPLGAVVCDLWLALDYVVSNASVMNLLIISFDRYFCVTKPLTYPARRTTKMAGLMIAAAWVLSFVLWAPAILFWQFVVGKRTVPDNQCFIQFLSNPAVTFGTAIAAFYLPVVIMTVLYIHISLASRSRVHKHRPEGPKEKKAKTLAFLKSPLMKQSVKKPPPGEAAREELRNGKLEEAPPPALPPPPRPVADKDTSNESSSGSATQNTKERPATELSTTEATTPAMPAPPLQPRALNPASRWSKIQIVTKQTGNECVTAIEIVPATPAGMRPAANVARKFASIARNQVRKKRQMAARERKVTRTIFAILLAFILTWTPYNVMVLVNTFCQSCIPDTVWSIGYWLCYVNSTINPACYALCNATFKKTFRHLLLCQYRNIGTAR
CHRM1 antagonist – human CHRM1 antagonism | inhibition, % at 3 µM | 360,000 tested, 1.3% active | CHO-K1 hM1, Fluo-8 calcium fluorescence, ACh EC80 antagonist;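 active = percent inhibition above its own plate's cutoff, namely the mean of that plate's compound wells plus 3 SD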;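 also: peak over basal fluorescence ratio during 140 s after agonist addition; 0% = ACh EC80 plus DMSO and 100% = DMSO alone without agonist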
CHRM1 PAM – potentiates human M1 receptor response to acetylcholine. CHO-K1 hM1, Fluo-8 calcium fluorescence, ACh EC20; 0% = ACh EC20, 100% = maximal ACh. activation, % at 3 µM. 360,000 tested, 0.088% active. AID 588819; in the data active = activation above about 19%, passing the limit was not always enough
M5 antag – antagonists of human muscarinic M5 receptor (CHRM5). 360,000 tested, 0.59% active. inhibition, % at 3 µM. CHO-hM5 cells, Fluo-8 calcium fluorescence, ACh EC80. P08912;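 active = inhibition above a per-plate cutoff, the mean of that plate's test compounds plus 3 SD, cut at about 27% in these data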;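 also: 0% = acetylcholine EC80 with DMSO and 100% = DMSO without agonist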
CHRM4 PAM – CHRM4 positive allosteric modulation | P08173 | CHO-K1 hM4/Gqi5, Fluo-8 calcium fluorescence, ACh EC20; 0% = ACh EC20, 100% = maximal ACh | activation, % at 3 µM | 360,000 tested, 0.4% active | AID 624126;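 active = activation above its plate's cutoff, the mean activation of sample wells plus 3 SD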; also: some results filed as inactive read as strong as hits
CRFBP-R2 agonist – agonists of human CRF-binding protein/CRF-R2 receptor complex. HEK293 CRF-R2/CRF-BP, calcium dye fluorescence (FLIPR); percent of saturating CRF peptide response. activation, % at 13.2 µM. 350,000 tested, 0.46% active. AID 588473;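 active = activation of at least 50%, plus an integration ratio under a set limit after plate pattern correction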;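 also: plate controls were neutral control wells without compound for no effect and CRF at EC100 for full effect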
CHRM5 PAM – positive allosteric modulators of human muscarinic M5 receptor | CHO-K1 hM5, Fluo-8 calcium, ACh EC20 PAM; 0% = ACh EC20, 100% = ACh EC100 | 360,000 tested, 0.3% active | P08912 | AID 624038 | activation, % at 3 µM;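 active = activation above the run cutoff, the mean activation of all test compounds plus 3 SD, cut at about 18% in these data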
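Assay system: CHO-K1 hM5 cells / Incubation: Fluo-8 loading 80 min at 37 °C plus 30 min room temperature / Technique: Fluo-8 calcium dye fluorescence, kinetic read / Repeats: single replicate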
CHRM5 agonist – CHRM5 agonism in calcium assay | CHO-K1 hM5 cells, Fluo-8 calcium fluorescence; 0% DMSO wells, 100% maximal acetylcholine response | activation, % at 3 µM | 360,000 tested, 0.19% active | AID 624037;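 active = activation above the run's mean over test compounds plus 3 SD, cut at about 23% in these data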;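 also: signal is peak over basal fluorescence ratio across the kinetic read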
CHRM4 agonist – agonists of human muscarinic M4 receptor (CHRM4) | P08173 | CHO-K1 hM4/Gqi5, Fluo-8 calcium fluorescence; vehicle 0%, full acetylcholine response 100% | activation, % at 3 µM | 360,000 tested, 0.14% active | AID 624127;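 active = activation above the run mean over all test wells plus 3 SD, cut at about 32% in these data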;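 also: peak over basal fluorescence ratio per well then scaled between controls; 0% = DMSO wells and 100% = acetylcholine at EC100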
Active calls of the source: *.

CHRM5 PAM	CHRM4 antagonist	M5 antag	CHRM4 PAM	CRFBP-R2 agonist	CHRM1 antagonist	CHRM4 agonist	CHRM1 PAM	CHRM5 agonist	Compound
-12.6	11.6	23.4	-2.0	-0.8	6.8	7.4	1.6	1.9	COc1cc(N)c(Cl)cc1C(=O)OCC(=O)N1CCc2ccccc21
6.8	-5.2	-1.5	-2.5	0.3	-3.0	0.1	9.9	-9.1	CC(C)CCCC(C)CCOC(=O)CN1CCCC1 (stereo not given)
4.0	-4.7	-2.4	-1.6	-3.2	-5.4	4.8	8.4	-0.8	O=C(CNC(=O)c1ccc(Cl)cc1Cl)OCn1nnc2ccccc2c1=O
0.9	-2.3	4.6	2.6	-0.8	3.2	0.0	-1.2	3.1	C=CCn1c(Cc2csc(N)n2)nnc1SCC(=O)OCC
15.6	-1.4	-17.8	17.4	-2.0	-2.0	0.1	5.9	1.4	O=C(COc1ccc(-c2nnco2)cc1)N1CCOCC1
17.1	-4.1	-9.9	2.6	0.6	-5.4	0.5	3.7	-4.2	CN(C)c1ccc(C(=O)NCC2CCCO2)cc1 (stereo not given)
-18.2	64.8*	44.9*	-23.5	1.6	99.6*	-1.3	-21.8	-5.3	CN1C(=O)/C(=C/c2ccccc2OCc2cccc(F)c2)N(C)C1=S
5.5	-5.0	2.4	13.7	-0.4	1.6	1.1	10.0	-2.8	O=C(O)C1Cc2ccccc2CN1S(=O)(=O)c1ccc(Cl)cc1 (stereo not given)
2.2	-0.2	-2.1	-0.8	-0.1	6.3	2.7	-1.1	-0.4	COC(=O)c1ccc(C(=O)OC)c(NC(=O)CSc2ccccn2)c1
-5.0	1.6	6.9	-16.8	1.2	-3.1	2.0	-3.0	2.0	OC(CNCc1ccccc1)(c1ccc(F)cc1)c1ccc(F)cc1

Continued.
CHRM5 PAM	CHRM4 antagonist	M5 antag	CHRM4 PAM	CRFBP-R2 agonist	CHRM1 antagonist	CHRM4 agonist	CHRM1 PAM	CHRM5 agonist	Compound
1.7	-11.1	3.7	0.3	-0.8	-11.2	5.8	8.5	2.2	O=C(Nc1ccncc1)c1cc(S(=O)(=O)N2CCCCC2)ccc1Cl
-4.7	-2.5	11.8	-6.5	-0.3	-10.9	2.5	5.0	-1.7	O=C(NC1CCCCC1)C(c1ccccc1F)N(Cc1ccco1)C(=O)c1ccccn1 (stereo not given)
0.5	1.6	-3.2	-4.3	-0.6	-2.3	0.5	5.9	-3.0	O=C(NCc1nnc(SCC(=O)N2CCCC2)o1)c1c(F)cccc1F
-3.8	0.1	0.8	-0.1	4.5	-4.9	0.8	1.5	-0.5	COc1ccccc1-n1c(=S)[nH]c2c(sc(=S)n2-c2ccccc2C)c1=O
-2.8	6.6	1.4	-1.1	-1.2	-1.8	-0.2	1.7	-7.3	COc1ccc(NC(=O)Nc2cnccn2)c(OC)c1
1.6	1.4	10.9	-1.8	-0.6	-4.0	0.5	1.8	-3.3	O=C(CO/N=C/c1ccc(OC(F)F)cc1)NC1CCCCC1
0.2	5.7	7.0	-4.2	1.0	-2.2	2.6	7.0	0.8	O=C(c1ccccc1Cl)N1CCCC(c2nc3c(nnn3Cc3ccccc3)c(=O)[nH]2)C1 (stereo not given)
-0.5	-15.4	-11.2	2.1	-2.2	-19.1	-0.4	-1.4	-4.0	COc1ccc2nc(NC(=O)c3ccc(Br)s3)sc2c1
-0.5	5.1	-7.8	-5.6	-4.5	-6.5	2.4	0.3	-1.8	COc1cc(NC(=O)C2CCCN2S(=O)(=O)c2ccc3c(c2)CC(C)N3C(C)=O)cc(OC)c1 (stereo not given)
5.9	14.6	-0.2	1.1	-1.2	-14.0	0.8	6.3	2.3	CC1=CCC(C(=O)O)C(C(=O)Nc2ccc(-c3nc4ccc(C)cc4s3)cc2)C1 (stereo not given)

New compounds follow:
CHRM5 PAM	CHRM4 antagonist	M5 antag	CHRM4 PAM	CRFBP-R2 agonist	CHRM1 antagonist	CHRM4 agonist	CHRM1 PAM	CHRM5 agonist	Compound
-12.3	-6.7	8.0	-4.2	-4.3	1.6	6.9	0.0	-1.9	Cn1c(SCC(=O)N2CCCc3ccccc32)nc2cccnc21
7.5	-9.1	-6.5	-1.1	0.6	-9.3	-0.7	-0.9	-7.8	CC1CCCN(C(=O)C2CCN(c3nc(-c4ccccc4)nc4c3CCC4)CC2)C1 (stereo not given)
1.4	0.5	-2.8	4.8	-0.6	-6.3	0.4	7.5	-2.6	Cc1onc(-c2ccccc2)c1C(=O)Nc1ccc(N2CCOCC2)cc1
-5.4	-1.2	5.9	1.6	-0.6	-4.1	1.4	6.2	1.3	CCSc1ccccc1C(=O)Nc1cc(C)on1
3.8	-6.1	4.7	1.5	-0.3	11.9	0.1	-5.7	1.4	CCN1C[C@@H]2[C@@H]3C(=O)N(Cc4ccccc4)C(=O)[C@@H]3[C@](CC)(C1=O)N2C(=O)c1ccccc1
-1.0	-6.9	-2.8	1.1	-4.0	4.0	3.7	1.1	-1.0	CC(C)CCOc1ccc(-c2c(=O)n(OCc3ccc([N+](=O)[O-])cc3)c3ccccc3[n+]2[O-])cc1
-1.3	5.3	-4.4	9.3	-2.8	-11.5	0.5	8.5	-4.7	COc1ccc(C)cc1S(=O)(=O)N(C)CC(=O)NCc1ccco1
3.9	5.1	-2.4	-5.9	0.9	2.7	11.7	0.6	-0.2	COc1ccc(NC(=O)/C=C/c2cccc(Br)c2)cn1
0.6	3.7	8.5	0.8	-0.6	-18.3	2.1	14.3	-0.9	CC(C)CCNC(=O)CN(Cc1ccccc1)C(=O)CCC(=O)Nc1nccs1

Gathered by group, the compounds so far containing an aryl methoxy group (7)
CHRM5 PAM	CHRM4 antagonist	M5 antag	CHRM4 PAM	CRFBP-R2 agonist	CHRM1 antagonist	CHRM4 agonist	CHRM1 PAM	CHRM5 agonist	Compound
-12.6	11.6	23.4	-2.0	-0.8	6.8	7.4	1.6	1.9	COc1cc(N)c(Cl)cc1C(=O)OCC(=O)N1CCc2ccccc21
-3.8	0.1	0.8	-0.1	4.5	-4.9	0.8	1.5	-0.5	COc1ccccc1-n1c(=S)[nH]c2c(sc(=S)n2-c2ccccc2C)c1=O
-2.8	6.6	1.4	-1.1	-1.2	-1.8	-0.2	1.7	-7.3	COc1ccc(NC(=O)Nc2cnccn2)c(OC)c1
-0.5	-15.4	-11.2	2.1	-2.2	-19.1	-0.4	-1.4	-4.0	COc1ccc2nc(NC(=O)c3ccc(Br)s3)sc2c1
-0.5	5.1	-7.8	-5.6	-4.5	-6.5	2.4	0.3	-1.8	COc1cc(NC(=O)C2CCCN2S(=O)(=O)c2ccc3c(c2)CC(C)N3C(C)=O)cc(OC)c1 (stereo not given)
-1.3	5.3	-4.4	9.3	-2.8	-11.5	0.5	8.5	-4.7	COc1ccc(C)cc1S(=O)(=O)N(C)CC(=O)NCc1ccco1
3.9	5.1	-2.4	-5.9	0.9	2.7	11.7	0.6	-0.2	COc1ccc(NC(=O)/C=C/c2cccc(Br)c2)cn1
